H9c2 TAG inh: inhibitors of triacylglycerol accumulation, primary screen, cell-based, uHTS, fluorescence, H9c2 | H9c2 cells, Nile Red lipid (TAG) fluorescence; cells loaded with 200 µM oleic acid | AID 651582, 2012 | 230,000 tested, 0.66% active | inhibition, % at 12.5 µM;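 active means pattern-corrected inhibition of lipid staining of at least 50% with the nuclear-stain viability signal not falling by more than 50%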;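 further: 0% = DMSO wells and 100% = triacsin C control wells; some results filed as inactive read as strong as hits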
H9c2 TAG inh DAPI viability: second read-out of H9c2 TAG inh, no call of its own (marks repeat the call); DAPI nuclei signal change (viability), lower = more cytotoxic, %;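 whole-well DAPI fluorescence read on a plate reader as a viability signal; minus 50 percent equals half of cells still viable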
* = called active by the depositor. An excerpt (hit frequency here may not be typical).

SMILES | H9c2 TAG inh | H9c2 TAG inh DAPI viability
CC(C)(C)NC(=O)CSc1ncnc2c1nnn2Cc1ccccc1Cl | -20 | 7
Cc1ccccc1NC(=O)Cc1ccccc1 | -1 | 0
CC1CCCC(C)N1C(=O)CSc1nnc(COc2cccc3cccnc23)o1 (configuration not stated) | 9 | -15
O=[N+]([O-])c1cc([N+](=O)[O-])c(Oc2cccc3c2CCCC3)cc1NN1CCCCC1 | 28 | -4
CC(CC(=O)Nc1cccc(S(=O)(=O)N2CCCCC2)c1)c1ccccc1 (configuration not stated) | -25 | 2
COc1cc(C(=O)NCC(c2ccco2)N2CCCC2)ccc1OCc1ccccc1 (configuration not stated) | 6 | 9
C=CCC[C@H](Cc1ccc(F)cc1)C(=O)OC[C@@H]1CCCN1C(=O)[C@@H](CC=C)CC(=O)NCCO | -5 | 1
CCOC(=O)C1CCCN(c2c(NCCN(CC)c3ccccc3)c(=O)c2=O)C1 (configuration not stated) | -1 | 4
Cc1ccc(Nc2ncccc2C(=O)O)cc1C | -9 | -3
CCN(CC)CCNc1nc2cc(OC)c(OC)cc2c2nc(-c3ccccc3)nn12 | 64* | 40*
CN(c1ccccc1C(=O)NCC1CCCO1)S(C)(=O)=O (configuration not stated) | -2 | -3
COc1ccccc1C(=O)NC(CCSC)C(=O)NCC(c1cccs1)N(C)C (configuration not stated) | 6 | 0
O=C(Nc1cc([N+](=O)[O-])ccc1O)c1cccc(C(=O)Nc2cc([N+](=O)[O-])ccc2O)c1 | -2 | 0
CCc1c(C)nc(N2CCN(c3cccc(OC)c3)CC2)[nH]c1=O | -8 | 11
COc1ccccc1[C@@H]1C(c2cccc(Cl)c2)=NN(c2ccc(Br)cc2)[C@H]1C(=O)N1CCOC1=O | -11 | 88
O=C(NCN1C(=O)C2C3C=CC(C3)C2C1=O)Nc1ccccn1 (configuration not stated) | -11 | 3
O=C(c1ccc(NC2=NC3CS(=O)(=O)CC3S2)cc1)N1CCN(c2ccccc2F)CC1 (configuration not stated) | 6 | -10
O=C1N(Cc2ccccc2)CC2(Br)COCOC12O (configuration not stated) | -8 | 0
Cc1nc(NC(=O)CSc2nccn2C)sc1C(=O)N(C)C | -5 | 12
Cc1c(NS(=O)(=O)c2ccc(N3CCN(C)CC3)c([N+](=O)[O-])c2)c(=O)n(-c2ccccc2)n1C | -1 | -8

Among those listed so far, 3 have an aryl thioether with sulfur outside any ring:
SMILES | H9c2 TAG inh | H9c2 TAG inh DAPI viability
CC(C)(C)NC(=O)CSc1ncnc2c1nnn2Cc1ccccc1Cl | -20 | 7
CC1CCCC(C)N1C(=O)CSc1nnc(COc2cccc3cccnc23)o1 (configuration not stated) | 9 | -15
Cc1nc(NC(=O)CSc2nccn2C)sc1C(=O)N(C)C | -5 | 12

(cont.)
SMILES | H9c2 TAG inh | H9c2 TAG inh DAPI viability
COc1ccc(S(=O)(=O)N2CCc3ccccc32)cc1C(=O)NCC(c1ccco1)N1CCCC1 (configuration not stated) | -7 | 1
Cc1ccc(NC(=O)CSc2ncc3ccccn23)cc1C | 10 | -8
COc1ccc2oc(C(=O)OCC(=O)NC3CCCCC3)c(C)c2c1 | 1 | 2
CC(=O)Nc1nc2ccc(Br)cc2s1 | -11 | 15
O=C(CCl)N(Cc1cccc([N+](=O)[O-])c1)c1cccc(Cl)c1 | 53* | 0.0*
CC(=O)Oc1ccc(N2C(=O)CC(N3CCOCC3)C2=O)cc1 (configuration not stated) | -8 | -5
CC(C)/C(C=O)=C(/NC1CCCCC1)c1ccccc1 | -1 | -4
Cc1ccc(C2(c3ccccc3)NC(=O)N(CC(=O)NCc3ccccc3)C2=O)cc1C (configuration not stated) | 13 | 2
O=S(=O)(NCC1CCCO1)c1ccc(S(=O)(=O)N(Cc2ccc(F)cc2)Cc2ccccn2)cc1 (configuration not stated) | -2 | -7
CCOC(=O)C1=C(COC(=O)c2nc(Cl)ccc2Cl)NC(=O)NC1C (configuration not stated) | 1 | 6
O=[N+]([O-])c1ccc(CN2CCSCC2)cc1 | 2 | -8
C=CCC[C@H](Cc1ccc(F)cc1)C(=O)OC[C@@H](NC(=O)[C@H](CC=C)CC(=O)NCCO)C(C)(C)C | 2 | -5
N#Cc1cnn2c1nc(N1CCCCC1)c1ccccc12 | 12 | -1
Cc1ccc(C)c(-c2nc3cc(N)ccc3o2)c1 | -3 | 22
O=C(NCCc1cccc(F)c1)C1CCC(=O)N(CCCc2ccccc2)C1 (configuration not stated) | -14 | 7
CSc1nc(C)cc(Oc2ccccc2)n1 | 15 | -8
CCN(CC)C(=O)CSc1ncnc2sc(C)c(C)c12 | -10 | -1
CN(CC(=O)Nc1ccc(F)c(F)c1F)C(=O)c1ccc2c(c1)S(=O)(=O)N=C1CCCCCN12 | -6 | -3
Cc1cc(C)n2nc(C(=O)OCC(=O)Nc3ccc(C)c(F)c3)nc2n1 | 2 | -5
CCOc1ccc(-c2cccc(NS(=O)(=O)c3ccccc3[N+](=O)[O-])c2)nn1 | 8 | -9
C/C(=N\NC(=O)c1cc(C)nc2ccccc12)c1cccc(Cl)c1 | -7 | -2
COc1cccc(N2CC(NC(=O)c3cccc4ccccc34)CC2=O)c1 (configuration not stated) | 5 | 9
COC(=O)c1sc(NC(=O)c2c(C)noc2C)nc1C | 2 | 2
CC(=O)Nc1ccc(S(=O)(=O)Nc2cc(C)ccn2)cc1 | -7 | 7
COc1ccc(NC(=O)COC(=O)CN2C(=O)c3ccccc3C2=O)cc1 | 0 | 4
O=c1[nH]c(C(F)(F)F)nc2c1nnn2Cc1ccccc1F | -4 | 3
COc1ccc([N+](=O)[O-])cc1Nc1c2ccccc2nc2ccccc12 | 47 | -39
CCN1CCN(CC(=O)c2c[nH]c3ccccc23)CC1 | 1 | 1
CCOc1cc(-c2cc(N)n[nH]2)cc(OCC)c1OCC | 3 | -12
COc1c(C(C)C)oc2cc3oc(=O)ccc3cc12 | -32 | 29
CC(C)=CCC(C)(C)C1OCCN1C(=O)Nc1ccccc1 (configuration not stated) | 3 | 14
CCCCNC(=O)C1CCC(CNc2c(N3CCC(C)CC3)c(=O)c2=O)CC1 (configuration not stated) | 9 | 1
Brc1ccc2[nH]c3nc(SCCN4CCOCC4)nnc3c2c1 | -5 | 2
COC(=O)c1cccc(NC(=O)CSc2nnc(C)n2Cc2ccccc2)c1 | 0 | 26
CN/N=C(\Cc1nc2ccccc2[nH]1)c1ccc([N+](=O)[O-])cc1 | -12 | 21
CC/C(=N\NC(=O)Nc1nonc1N)c1ccc(OC)c(OC)c1 | -9 | -1
COc1cccc(C(=O)c2ccncc2C(=O)O)c1OC | 9 | 2
Cc1cccc(OCCNC(=O)CSc2ccc(C(F)(F)F)cc2[N+](=O)[O-])c1 | -7 | 5
CC(C(=O)N1CCCC1)N1CCN(S(=O)(=O)c2ccc(OC(F)(F)F)cc2)CC1 (configuration not stated) | -1 | 2
COc1ccc(C(=O)NCC2CCCO2)cc1S(=O)(=O)NCc1ccc(Cl)cc1 (configuration not stated) | 26 | -14

In another format: 6 of the compounds above.
SMILES,H9c2 TAG inh,H9c2 TAG inh DAPI viability
CN/N=C(\Cc1nc2ccccc2[nH]1)c1ccc([N+](=O)[O-])cc1,-12,21
CC/C(=N\NC(=O)Nc1nonc1N)c1ccc(OC)c(OC)c1,-9,-1
COc1cccc(C(=O)c2ccncc2C(=O)O)c1OC,9,2
Cc1cccc(OCCNC(=O)CSc2ccc(C(F)(F)F)cc2[N+](=O)[O-])c1,-7,5
CC(C(=O)N1CCCC1)N1CCN(S(=O)(=O)c2ccc(OC(F)(F)F)cc2)CC1 (configuration not stated),-1,2
COc1ccc(C(=O)NCC2CCCO2)cc1S(=O)(=O)NCc1ccc(Cl)cc1 (configuration not stated),26,-14

Gathered by group, those above containing a tert-butyl group.
SMILES | H9c2 TAG inh | H9c2 TAG inh DAPI viability
CC(C)(C)NC(=O)CSc1ncnc2c1nnn2Cc1ccccc1Cl | -20 | 7
C=CCC[C@H](Cc1ccc(F)cc1)C(=O)OC[C@@H](NC(=O)[C@H](CC=C)CC(=O)NCCO)C(C)(C)C | 2 | -5

More compounds:
SMILES | H9c2 TAG inh | H9c2 TAG inh DAPI viability
Cc1ccccc1-c1noc(-c2ccccc2C(=O)NCC2CCCO2)n1 (configuration not stated) | 5 | -3
CCCCn1nc2cc(C(=O)NC3CCc4ccccc43)ccc2c1OCC (configuration not stated) | 34 | 15
CC(C)c1ccc(C(=O)Nc2ccc(S(=O)(=O)NC3=NCCCCC3)cc2)cc1 | 1 | -3
Cc1ccc(S(=O)(=O)Nc2cccc(S(=O)(=O)N3CCCC3)c2)cc1C | -18 | 15
O=C(Nc1ccc(S(=O)(=O)Nc2ncccn2)cc1)c1cccc([N+](=O)[O-])c1 | 6 | -3
CCOC(=O)C1(Cc2cccc(Cl)c2)CCCN(C(=O)CCOC)C1 (configuration not stated) | -16 | 1
COc1ccc(-c2ccc(NC(=O)c3ccc(Br)o3)cc2)nn1 | -4 | 4
O=C1N=C(N2CCCCC2)S/C1=C\c1ccc(Br)cc1 | 6 | -5
Cn1cc(CN2CCC(n3nccc3NC(=O)c3ccc4c(c3)OCO4)CC2)cn1 | -9 | 4
COC(=O)c1c(C)[nH]c(C(=O)CC#N)c1C | 2 | -2
Cc1c(C(=O)NCc2ccc3c(c2)OCO3)sc(=O)n1Cc1ccc(S(=O)(=O)N(C)C)cc1 | -19 | -1
COc1ccc(C(=O)NCCCN2CCCC2=O)cc1S(=O)(=O)N1CCOCC1 | 34 | 4
CC(NS(=O)(=O)c1ccccc1)C(=O)Nc1ccc(S(N)(=O)=O)cc1 (configuration not stated) | -2 | 8
O=Cc1cn(CC(=O)N2CCCc3ccccc32)c2ccccc12 | -6 | 7
COc1ccc(-c2c(C)cc3oc(=O)cc(-c4ccccc4)c3c2C)cc1F | 9 | -9
COc1cc(CN2CCC(N3CCC(C(=O)N4CCCC4)CC3)CC2)cc2c1OCO2 | -15 | 0
CCC(=O)NC(Nc1c(C)n(C)n(-c2ccccc2)c1=O)C(Cl)(Cl)Cl (configuration not stated) | 2 | 1
O=C1OCCC1Sc1nc2ccccc2s1 (configuration not stated) | -16 | 3
CC(C)CC(=O)N1CCN(S(C)(=O)=O)CC1 | -6 | 2
CCOC(=O)C1Sc2ccccc2NC1=O (configuration not stated) | -15 | -5
Brc1ccc(OCCOc2cccc3cccnc23)cc1 | -20 | 1
CC(C)CN(C(=O)COc1cccc(-n2cnnn2)c1)C1CCS(=O)(=O)C1 (configuration not stated) | 12 | -3
COC(=O)CC1C(=O)NCCN1C(=O)CSc1nnc(Nc2ccc(C)cc2)s1 (configuration not stated) | -18 | 4
O=P(O)(C(O)c1ccccc1)C(O)c1ccccc1 (configuration not stated) | 10 | 9
Cn1c(=O)c(C(=O)CN2CC(=O)Nc3ccccc32)c(N)n(Cc2ccccc2)c1=O | -6 | 0
COc1ccc(-n2c(Cc3cccn3C)nnc2SCC(=O)NC2CCCCC2)cc1 | 27 | -13
CN(Cc1ccccc1)C(=O)c1[nH]cnc1C(=O)Nc1ccccc1 | 6 | -6
O=C(NN=Cc1ccccc1Cl)c1ccccc1 | -28 | 3
COc1cccc(S(=O)(=O)N(C)C[C@@H]2OCc3cnnn3CCCC(=O)N([C@@H](C)CO)C[C@H]2C)c1 | 3 | 5
CSc1ccc(/C=C/C(=O)Nc2ccccc2)cc1 | 12 | 0
COc1cc2c(C(=O)O)c(C)n(-c3ccccc3)c2c2ccccc12 | 5 | 3
COc1ccc([C@H]2/C=C\CN(Cc3ccc(N(C)C)cc3)[C@@H](C)C(=O)N2Cc2ccc(F)cc2)cc1 | 1 | -1
Cc1cccc(C)c1OCC(O)CN1CCC(CN2C(=O)c3cccc4cccc(c34)C2=O)CC1 (configuration not stated) | 20 | 9
O=C(Nc1ccc(OCc2ccccc2)cc1)Nc1nnc([C@@H]2C[C@H](O)[C@@H](CO)O2)s1 | 11 | -7
COCCNC(=S)N1CCN(c2cccc(C(F)(F)F)c2)CC1 | 6 | 8
CCOc1ccc(NC2OCC(O)C(O)C2O)c([N+](=O)[O-])c1 (configuration not stated) | -1 | 5
CC[C@]12c3[nH]c4ccc(Cl)cc4c3CCN1C(=O)[C@@H](CC(=O)NCc1ccc(OC)c(OC)c1)C[C@@H]2C(=O)N1CCN(C(=O)c2ccco2)CC1 | 2 | 3
CC(NC(=O)c1ccccc1)C(=O)N/N=C/c1ccccc1 (configuration not stated) | 5 | -1
O=c1cc(O)c2sc(Nc3ccc(Cl)c(F)c3)nc2[nH]1 | 17 | 4
CC(C)c1ccc(C(CC(=O)O)NC(=O)c2cccs2)cc1 (configuration not stated) | 3 | -2

Arranged by length of the SMILES (descending): 6 of the compounds above
SMILES | H9c2 TAG inh | H9c2 TAG inh DAPI viability
O=C(Nc1ccc(OCc2ccccc2)cc1)Nc1nnc([C@@H]2C[C@H](O)[C@@H](CO)O2)s1 | 11 | -7
Cc1cccc(C)c1OCC(O)CN1CCC(CN2C(=O)c3cccc4cccc(c34)C2=O)CC1 (configuration not stated) | 20 | 9
CCOc1ccc(NC2OCC(O)C(O)C2O)c([N+](=O)[O-])c1 (configuration not stated) | -1 | 5
O=c1cc(O)c2sc(Nc3ccc(Cl)c(F)c3)nc2[nH]1 | 17 | 4
COCCNC(=S)N1CCN(c2cccc(C(F)(F)F)c2)CC1 | 6 | 8
CC(NC(=O)c1ccccc1)C(=O)N/N=C/c1ccccc1 (configuration not stated) | 5 | -1

Screens from PubChem.
